PTAP-TSG101 blk: qHTS Validation Assay for Inhibitors of HIV-1 Budding by Blocking the Interaction of PTAP/TSG101: Sytravon Library Screen | Tumor susceptibility gene 101 protein (Homo sapiens), Q99816 | Fluorescence polarization, FITC-PTAP peptide/Tsg101, 20 min | Potency, µM (top dose mostly 115 µM), for the others: top-dose activity change, negative = inhibition, usual class: inhibitors | 44,000 tested, under 10 active | AID 1347069, 2019; also: potency is read from the fitted curve at half-maximal effect; 0% is about no effect
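The Tsg101 binding domain, at 10 uM final, is mixed with compound and a FITC peptide bearing the PTAP motif (50 nM final). After 20 min at r.t., polarization is measured; actives defined by CRC class, efficacy cut-off 60% inhibition.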
p53null 39C kill: qHTS Screen for Compounds that Selectively Target Cancer Cells with p53 Mutations: Cytotoxicity of p53 Null Cells at the Nonpermissive Temperature; AID 904, 2007; Potency, µM (highest dose often 46.1 µM), inactives show at the top dose activity, negative = cell killing, usual class: cytotoxic; H1299 p53-null (neo) cells, 39C, ATPlite viability, 24 h; hit rate 0.97% among 55,000;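 also: potency is read from the fitted curve at half-maximal effect; 0% = DMSO only and -100% = full killing by 100 µM tamoxifen; nearly all actives have a fitted effect of over 50% in size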
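Temperature-shift cytotoxicity format: compound titrations on p53-null or A138V-expressing H1299 cells held 24 hr at 39C, cell ATP then measured, AC50 from Hill model.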
FH mod: Identification of activators of human fumarate hydratase by quantitative high-throughput screening; FH coupled MDH/diaphorase resazurin fluorescence, 15 min; Potency, µM (highest dose often 79.9 µM), for inactives: at the top dose activity change, negative = inhibition, usual class: inhibitors; hit rate 0.22% among 54,000; AID 1347055, 2019; also: potency is read from the fitted curve at half-maximal effect; % is scaled to controls: 0 for no effect and ±100 for the full control effect; the screen sought activators but most active calls are inhibition curves; nearly all actives have a fitted effect of over 45% in size
Target sequence (P07954 whole entry, looked up): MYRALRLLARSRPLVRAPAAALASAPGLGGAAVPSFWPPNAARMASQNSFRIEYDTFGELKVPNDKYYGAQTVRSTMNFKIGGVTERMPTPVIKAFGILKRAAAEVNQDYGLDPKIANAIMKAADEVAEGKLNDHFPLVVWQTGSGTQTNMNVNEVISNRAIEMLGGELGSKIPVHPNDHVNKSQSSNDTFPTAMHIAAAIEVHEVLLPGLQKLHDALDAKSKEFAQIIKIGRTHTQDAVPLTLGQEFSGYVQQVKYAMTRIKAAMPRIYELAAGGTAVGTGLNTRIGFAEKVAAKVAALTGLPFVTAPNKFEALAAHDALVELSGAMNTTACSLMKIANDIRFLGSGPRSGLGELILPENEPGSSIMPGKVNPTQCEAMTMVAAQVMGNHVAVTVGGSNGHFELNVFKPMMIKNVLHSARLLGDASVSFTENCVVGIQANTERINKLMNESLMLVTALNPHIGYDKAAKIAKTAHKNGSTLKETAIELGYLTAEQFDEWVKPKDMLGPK
B2AR arrestin ag: qHTS assay of beta-arrestin-biased ligands of beta2-adrenergic receptor: NCGC Sytravon Library Screen; 44,000 tested, under 10 active; Potency, µM (series often up to 46.1 µM), for the others: top-dose activation, actives largely listed as activators; Beta-2 adrenergic receptor (Homo sapiens), P07550; HTLA Tango cells, beta-arrestin recruitment, luciferase luminescence, 18 h;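 also: potency is read from the fitted curve at half-maximal effect; 0% = DMSO and full agonism = EC100 isoproterenol or metaproterenol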
Target sequence (P07550 whole entry, looked up): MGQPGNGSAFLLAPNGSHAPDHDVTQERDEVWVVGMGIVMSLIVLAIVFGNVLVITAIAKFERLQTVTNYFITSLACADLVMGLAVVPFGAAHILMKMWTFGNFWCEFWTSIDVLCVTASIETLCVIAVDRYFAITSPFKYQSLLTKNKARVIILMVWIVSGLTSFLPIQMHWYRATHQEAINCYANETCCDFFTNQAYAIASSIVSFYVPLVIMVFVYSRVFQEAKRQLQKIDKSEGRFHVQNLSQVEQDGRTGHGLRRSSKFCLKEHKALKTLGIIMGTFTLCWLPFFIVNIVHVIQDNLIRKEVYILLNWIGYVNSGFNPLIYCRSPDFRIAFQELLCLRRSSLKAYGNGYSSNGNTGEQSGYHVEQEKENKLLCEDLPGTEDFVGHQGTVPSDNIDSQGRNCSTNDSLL
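Luminescence read-out: arrestin recruitment to recombinant beta2-AR releases tTA, inducing luciferase. Cells exposed 18 hr at 37 degrees C to up to 46 microM compound; %Activity from corrected signal, concentration-response curves classified by r2, magnitude and efficacy.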
p53null 32C kill: qHTS Screen for Compounds that Selectively Target Cancer Cells with p53 Mutations: Cytotoxicity of p53 Null Cells at the Permissive Temperature. H1299-neo p53 null cells, ATP luminescence, 24 h, 32C. Potency, µM (titrated, usually from 46.1 µM), for the others: at the highest dose activity change, negative = cytotoxicity, actives largely listed as cytotoxic. hit rate 0.62% among 55,000. AID 903, 2007;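 also: potency is read from the fitted curve at half-maximal effect; 0% = DMSO only and -100% = full killing by 100 µM tamoxifen; nearly all actives have a fitted effect of over 55% in size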
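H1299-neo (p53-null) cells, 600/well, were pre-incubated overnight at 37C, then exposed to compounds at up to 46 uM for 24 hr at 32C. Viability was measured as ATP content by luminescence, and AC50 values came from Hill fits.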
NTMT1 inh: Primary qHTS for Inhibitors of N-terminal methyltransferase 1 (NTMT1): MTaseGlo Assay. N-terminal Xaa-Pro-Lys N-methyltransferase 1 (Homo sapiens), Q9BV86. NTMT1 MTase-Glo SAH luminescence, purified enzyme. Potency, µM (top dose mostly 114 µM), for the others: top-dose activity change, negative = inhibition, hits mostly inhibitors. hit rate 2.5% among 59,000. AID 1645870, 2021;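 also: potency is read from the fitted curve at half-maximal effect; plate controls were DMSO vehicle for no effect and no enzyme for full effect; nearly all actives have a fitted effect of over 65% in size; many of its hits are not listed in these tables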
GALK inh: qHTS Assay for Inhibitors of Human Galactokinase (GALK): NCGC Sytravon Library Screen | recombinant GALK, Kinase-Glo ATP luminescence, 1 h | Potency, µM (doses to about 57.5 µM), inactives show top-dose activity, negative = inhibition, hits mostly inhibitors | 44,000 tested, under 10 active | AID 1347072, 2019;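 also: plate controls were full GALK reaction for no effect and reaction lacking GALK for full effect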
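Luminescent ATP-depletion readout (Kinase-Glo Plus, 10 min) after 1 h RT reaction of 5 nM GALK, 35 uM ATP, 100 uM galactose, pH 8.0 HEPES buffer. Decreased kinase activity scored as inhibition.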
The depositor's hits bear a star; ? = inconclusive; nt = not tested or not shown; [ ] = another dose, or the depositor's remark. Calls follow the shape of the dose curve; as a rule, active = well fitted curve in the direction sought with a large enough effect; inconclusive = small, poorly fitted or top-dose-only effect, or another doubt; inactive = no such curve, though single readings can be large; an effect the other way counts as inactive or inconclusive. These rows are one share of the data. The share of hits here may be higher or lower than overall.

SMILES	PTAP-TSG101 blk	p53null 39C kill	FH mod	B2AR arrestin ag	p53null 32C kill	NTMT1 inh	GALK inh
CC1CCN(C(c2ccc(F)cc2)c2sc3nc(-c4ccco4)nn3c2O)CC1 (configuration not stated)	-3%	9%	?	-4%	-2%	11%	0%
CCCCOc1ccc(CNC(=O)c2cnc3sc(N4CCC(C)CC4)nn3c2=O)cc1	13%	-23%	nt	0%	1%	nt	5%
O=C(Nc1cccc(-c2nc3ccccc3o2)c1)c1cccc(Br)c1	22%	-1%	13%	-1%	-9%	-2%	1%
CCc1cccc(NC(=O)CNS(=O)(=O)c2ccc3nc(C)sc3c2)c1	-3%	-8%	-1%	-4%	0%	-25%	-24%
CCOC(=O)Cn1c(=O)n(-c2ccccc2OC)c2nc(-c3ccccc3F)nc(C(N)=O)c21	-1%	-1%	-12%	0%	-3%	50%[activator]	0%
COc1ccc(-c2cc(C(F)(F)F)n3nc(C(=O)Nc4sc5c(c4C(=O)OC(C)C)CCCC5)cc3n2)cc1OC	9%	nt	-21%	1%	nt	9%	8%
COc1cccc(NC(=O)Cn2c(=O)n(CCCC(=O)NCc3ccc4c(c3)OCO4)c(=O)c3ccccc32)c1	0%	-18%	-2%	1%	5%	2%	-13%
CC(=O)N1CCCc2cc(S(=O)(=O)N3CCC(C(=O)Nc4c(C)cccc4C)CC3)ccc21	-6%	18%	0%	0%	-2%	16%	0%
COc1ccc(NC(=O)CCn2c(=O)c3cccn3c3cccnc32)c(OC)c1	0%	7%	-19%	0%	-14%	-10%	3%
CC(C)Oc1ccc(CNC(=O)c2ccc3c(c2)nc2n3CCCCC2)cc1	-3%	-20%	5%	1%	-22%	?	1%
Cc1c(C(=O)N(Cc2ccc(N(C)C)cc2)CC2CCCO2)oc2ccc(Cl)cc12 (configuration not stated)	-2%	-16%	-27%	-2%	2%	15%	8%
COc1ccccc1CNC(=O)CN1C(=O)COc2ccc(S(=O)(=O)NC3CCCC3)cc21	0%	-12%	-3%	-1%	-4%	-20%	6%
CCc1cccc(C)c1NC(=O)C1CCN(S(=O)(=O)c2cc(Br)cc3c2N(C(C)=O)CC3)CC1	-2%	-11%	2%	0%	1%	7%	-4%
CCOc1ccc(-c2oc3ccc(C)cc3c(=O)c2O)cc1	-4%	-26%	6%	1%	-9%	9%	3%
CCN(C(=O)Cn1c(=O)nc(-c2ccccc2)c2cc(Cl)ccc21)c1cccc(C)c1	-4%	13µM*	-25%	-1%	23%	7%	?
COc1ccccc1NC(=O)Cn1c(=O)n(CC(=O)NCc2ccccc2Cl)c(=O)c2sccc21	-1%	-11%	-3%	-2%	11%	?	4%
CCc1ccc(CNC(=O)c2cnc3sc4cc(OC)ccc4n3c2=O)cc1	-6%	-18%	5%	1%	?	8%	9%
COc1ccc(NC(=O)C(Cc2c[nH]c3ccccc23)NC(=O)OC(C)(C)C)cc1 (configuration not stated)	-1%	-5%	nt	-2%	-5%	nt	-2%
CC(=O)Nc1ccc2nc(SCCOc3ccc(C)cc3)sc2c1	-1%	2%	0%	-5%	-4%	?	-9%
Cc1ccc2nc(Cl)c3cc(C(=O)NCCCN(C)Cc4ccccc4)sc3c2c1	0%	?	-14%	1%	?	?	0%

Record cards (already shown).
COc1ccccc1NC(=O)Cn1c(=O)n(CC(=O)NCc2ccccc2Cl)c(=O)c2sccc21 is listed with PTAP-TSG101 blk = -1%; p53null 39C kill = -11%; FH mod = -3%; B2AR arrestin ag = -2%; p53null 32C kill = 11%; NTMT1 inh = ?; GALK inh = 4%
CCOc1ccc(-c2oc3ccc(C)cc3c(=O)c2O)cc1 is listed with PTAP-TSG101 blk = -4%; p53null 39C kill = -26%; FH mod = 6%; B2AR arrestin ag = 1%; p53null 32C kill = -9%; NTMT1 inh = 9%; GALK inh = 3%
Cc1c(C(=O)N(Cc2ccc(N(C)C)cc2)CC2CCCO2)oc2ccc(Cl)cc12 (configuration not stated) is listed with PTAP-TSG101 blk = -2%; p53null 39C kill = -16%; FH mod = -27%; B2AR arrestin ag = -2%; p53null 32C kill = 2%; NTMT1 inh = 15%; GALK inh = 8%

Carrying on:
SMILES	PTAP-TSG101 blk	p53null 39C kill	FH mod	B2AR arrestin ag	p53null 32C kill	NTMT1 inh	GALK inh
Cc1ccc(C(=O)NC2=NC(c3ccc(C)cc3)CC(=O)N2)cc1 (configuration not stated)	-5%	-5%	0%	2%	5%	-2%	1%
COCCn1c(C)cc(O)c(C(c2ccc(OC)cc2)N2CCN(c3ccccc3)CC2)c1=O (configuration not stated)	-3%	0%	14%	-1%	-11%	3%	-10%
CC(NC(=O)c1ccc2c(c1)N(Cc1cccc(F)c1)C(=O)c1ccccc1S2)c1ccccc1 (configuration not stated)	0%	14%	-11%	2%	-4%	-2%	1%
O=C(Nc1ccc2nn(-c3ccccc3)nc2c1)c1cc2ccccc2o1	3%	-15%	-7%	0%	-7%	9%	-2%
COc1ccc(N2CC(C(=O)NCc3nnnn3-c3ccc(C)c(C)c3)CC2=O)cc1 (configuration not stated)	2%	9%	-5%	-1%	-2%	-3%	4%
CCOc1ccccc1C1C(C(=O)N2CCCCC2)=C(C)Nc2nc3ccccc3n21 (configuration not stated)	2%	-3%	-8%	-1%	6%	17%	4%
COc1cc(CNc2ccc3[nH]c(=O)[nH]c3c2)cc(Br)c1OCc1ccccc1F	-9%	1%	?	-3%	-8%	-6%	0%
Cc1ccc(-n2ncc3c(N(C)C)ncnc32)cc1Cl	-5%	2%	-23%	4%	?	?	-1%
Cc1ccc(C)c(NC(=O)Nc2nnc(N(CC(C)C)CC(C)C)s2)c1	-1%	-3%	-27%	-2%	-9%	0%	-9%
CCn1c(C)c(C)c2cc(C(=O)N3CCN(c4cccc(C)c4C)CC3)ccc21	12%	-17%	?	-1%	25%	0%	0%
Cc1ccc(S(=O)(=O)Nc2cc(Cl)c3oc4c(c3c2)C(=O)CC(C)(C)C4)cc1	1%	-1%	nt	1%	0%	nt	0%
CCOc1ccc(C2CC(=O)NC(NC(=O)c3cccc(Cl)c3)=N2)cc1 (configuration not stated)	-2%	-1%	8%	0%	-4%	3%	0%
Cc1cccc(NC(=O)c2c(N)sc3c2CCC(C)C3)c1 (configuration not stated)	1%	-26%	-12%	-2%	-9%	?	0%
COc1cccc(NC(=O)CCc2nc(-c3ccc(C(C)(C)C)cc3)no2)c1	-1%	-9%	?	-1%	-27%	2%	0%
COc1ccc(-c2cc(OC(=O)c3ccc(F)cc3)c3c(C)oc(C)c3c(=O)c2)cc1OC	2%	9%	-22%	-2%	-12%	0%	-2%
CCCOc1cccc(C(=O)N(Cc2ccc(C)o2)C2CCS(=O)(=O)C2)c1 (configuration not stated)	-2%	3%	-4%	0%	-3%	4%	8%
Cc1cccc(CNC(=O)c2ccc(Cn3c(=O)c4cccn4c4cccnc43)cc2)c1	6%	-10%	21%	1%	1%	-1%	0%
COc1cccc(CNS(=O)(=O)c2cc3c(cc2C)n(C)c(=O)c(=O)n3C)c1	7%	-20%	-19%	0%	-6%	-5%	1%
CCOC(=O)c1ccc(N2C(=O)c3n[nH]c(C)c3C2c2ccc(C(C)C)cc2)cc1 (configuration not stated)	-1%	12%	-3%	0%	-6%	15%	8%
CSc1ncc(C(=O)N2CCN(c3cc(C)ccc3C)CC2)c(C)n1	0%	-13%	0%	-1%	-6%	1%	3%

A different layout for some results above.
| Molecule | PTAP-TSG101 blk | p53null 39C kill | FH mod | B2AR arrestin ag | p53null 32C kill | NTMT1 inh | GALK inh |
| --- | --- | --- | --- | --- | --- | --- | --- |
| COc1ccc(NC(=O)C(Cc2c[nH]c3ccccc23)NC(=O)OC(C)(C)C)cc1 (configuration not stated) | -1% | -5% | nt | -2% | -5% | nt | -2% |
| CC(=O)Nc1ccc2nc(SCCOc3ccc(C)cc3)sc2c1 | -1% | 2% | 0% | -5% | -4% | ? | -9% |

Continued.
SMILES	PTAP-TSG101 blk	p53null 39C kill	FH mod	B2AR arrestin ag	p53null 32C kill	NTMT1 inh	GALK inh
COc1ccc(-c2cc3ccc(O)c(CN4CCCC4)c3oc2=O)cc1	-15%	-18%	-9%	0%	-14%	-5%	1%
CCOCCCNC(=O)C(c1ccc(C)cc1)N(Cc1ccc2c(c1)OCO2)C(=O)c1ccc(NC(C)=O)cc1 (configuration not stated)	-3%	-2%	-1%	2%	5%	-4%	6%
Cc1ccc(-c2nnc(Nc3ccc(OC(F)(F)Cl)cc3)c3ccccc23)cc1S(=O)(=O)NC(C)(C)CO	-7%	12%	?	1%	-6%	23%	8%
CCc1ccc(Sc2cc(C(=O)NCCCN3CCCC(C)C3)c3ccccc3n2)cc1 (configuration not stated)	0%	14%	3%	-1%	3%	-14%	3%
Cc1cccc(-c2nc3nc(C)cc(NCc4ccccc4Cl)n3n2)c1	0%	-3%	-19%	3%	8%	-2%	0%
CCCc1oc2ccc(NS(=O)(=O)c3ccc(OC)cc3)cc2c1C(=O)OCC	-6%	?	?	0%	5%	?	1%
COc1cc(CSc2ncc(CO)n2Cc2ccc(C)cc2)cc(OC)c1	1%	38%[activator]	nt	2%	8%	nt	2%
Cc1ccc(N2CC(C(=O)Nc3ccc(N(C)C)cc3)CC2=O)cc1Cl (configuration not stated)	-3%	9%	-1%	1%	2%	-26%	-1%

Compound activity from PubChem.
